RT RNaseH block: blocks HIV-1 RNase H cleavage of RNA/DNA duplex; P04585; 1.9% of 65,000 active; AID 565; RT-RNase H RNA/DNA duplex cleavage, fluorescence; inhibition, % at 10 µM; in the data active = inhibition above about 50%
RmlC RmlD mix: RmlC/RmlD inhibition, mixture screen; 0.39% of 110,000 active; RmlC/RmlD coupled enzyme inhibition, 384-well mixture HTS; inhibition, % at 5.5 µM; AID 1532; in the data active = inhibition above about 30%, passing the limit was not always enough; also: strong numbers were not always called active
Numbers without * were called inactive. A portion of the library, so the mix of outcomes need not match the whole.

Sample of the layout:
For O=c1[nH]cnc2c1cnn2Cc1ccccc1 the results were RT RNaseH block -4 and RmlC RmlD mix -13.
CCC(CC)NC(=O)c1cc2c(C)nn(Cc3ccccc3Cl)c2s1 was read as RmlC RmlD mix -6.
O=C(CCn1nnc(-c2cccs2)n1)NC1CCCCC1 was read as RT RNaseH block 34 and RmlC RmlD mix -1.

Main list, from the first entry:
For O=c1[nH]cnc2c1cnn2Cc1ccccc1 the results were RT RNaseH block -4 and RmlC RmlD mix -13.
CCC(CC)NC(=O)c1cc2c(C)nn(Cc3ccccc3Cl)c2s1 was read as RmlC RmlD mix -6.
O=C(CCn1nnc(-c2cccs2)n1)NC1CCCCC1 was read as RT RNaseH block 34 and RmlC RmlD mix -1.
`O=C(CS(=O)c1cccc(Cl)c1)Nc1ccccc1Cl` (stereo not given) gave RmlC RmlD mix 8.
For COc1ccc(NC(=O)N(Cc2ccc3c(c2)OCO3)C2CC(=O)N(c3ccc(OC)cc3)C2=O)cc1 (stereo not given) the results were RmlC RmlD mix 8.
For Cc1cc(C(=O)CN2C(=O)c3ccccc3S2(=O)=O)c(C)n1-c1ccccc1 the results were RT RNaseH block 4 and RmlC RmlD mix 10.
CCOC(=O)c1ccc(NS(=O)(=O)CC)cc1 was read as RT RNaseH block -6 and RmlC RmlD mix -6.
`CC(C)(C)NCCCCOc1ccccc1F` gave RT RNaseH block -6 and RmlC RmlD mix -19.
Screening O=C(CN1CCSCC1)N/N=C/c1ccc(F)cc1F returned RmlC RmlD mix -14.
For COc1cc(C(=O)Nc2ccc(NC(=O)C(C)C)nc2)cc(OC)c1OC the results were RT RNaseH block -14 and RmlC RmlD mix 2.
`CSc1ccc(CN2CCC(O)CC2)cc1` gave RT RNaseH block 6.
Screening COCCNC(=O)C1CC(=O)N(CCc2ccccc2)C1 (stereo not given) returned RT RNaseH block -9 and RmlC RmlD mix -12.
Screening COc1ccc(/C=C/C(=O)Oc2cccc(/C=N/NC(=O)c3cccc(F)c3)c2)cc1 returned RmlC RmlD mix 8.
C(=N\n1cnnc1)/c1cccc(Oc2ccccc2)c1 was read as RT RNaseH block -14 and RmlC RmlD mix 11.
Screening FC(F)(F)c1cnc2c(c1)Nc1ccccc1S2 returned RT RNaseH block 3 and RmlC RmlD mix 7.
Screening CCOC(=O)Cn1c(SC)nc2sc3c(c2c1=O)CC(C)(C)OC3 returned RT RNaseH block -12 and RmlC RmlD mix -7.
For O=C(CCN1CCc2ccccc2C1)Nc1cccc(F)c1 the results were RT RNaseH block -10 and RmlC RmlD mix 9.
For CCc1cc2cc(C)cc(C)c2nc1SCC(=O)N1CCN(C(=O)c2ccco2)CC1 the results were RT RNaseH block -16 and RmlC RmlD mix 36.
Screening O=C(NCC1CC1)c1cc(-c2ccccc2)nn1CC1CC(c2cccc([N+](=O)[O-])c2)=NO1 (stereo not given) returned RmlC RmlD mix 5.
Screening Cc1ccc2c(c1)N(CC(=O)NC1CCCCC1C)C(=O)CO2 (stereo not given) returned RT RNaseH block -7 and RmlC RmlD mix -5.
Cc1ccc(S(=O)(=O)N2CCCOC2)cc1 was read as RmlC RmlD mix 1.
For c1cc2[nH]snc2c2nc(C3CC3)nc12 the results were RT RNaseH block -10 and RmlC RmlD mix 3.
COc1ccc(OC)c(S(=O)(=O)NCCc2cn3ccsc3n2)c1 was read as RT RNaseH block 2 and RmlC RmlD mix 5.
`O=C(COC(=O)C1=COCCO1)Nc1ncc(C(F)(F)F)cc1Cl` gave RT RNaseH block -5 and RmlC RmlD mix -12.
CCC(CO)NCCNC(CC)CO (stereo not given) was read as RT RNaseH block -1 and RmlC RmlD mix 4.
Screening CCCOC(=O)Nc1cc(OC)c(Cl)cc1OC returned RT RNaseH block -49.
Screening NC(=O)CSc1nnc(-c2cccc(S(=O)(=O)N3CCOCC3)c2)n1C1CCCCCC1 returned RmlC RmlD mix 6.
Cc1nnc(NC(=O)C2(c3ccccc3)CCOCC2)s1 was read as RT RNaseH block 2 and RmlC RmlD mix 6.
For CC(CCc1ccc(O)cc1)NCCc1ccc(O)c(O)c1 (stereo not given) the results were RmlC RmlD mix 10.
COCCCNC(=O)C1CC(=O)N(C2CCCC2)C1 (stereo not given) was read as RT RNaseH block -10 and RmlC RmlD mix -14.

Filtered by structure: those above containing a CF3 group.
Screening FC(F)(F)c1cnc2c(c1)Nc1ccccc1S2 returned RT RNaseH block 3 and RmlC RmlD mix 7.
`O=C(COC(=O)C1=COCCO1)Nc1ncc(C(F)(F)F)cc1Cl` gave RT RNaseH block -5 and RmlC RmlD mix -12.

(more compounds)
Screening Cc1nc2cc(-c3ccc(Cl)cc3)nn2c(C)c1CCC(=O)NC(C)c1ccc2c(c1)OCCO2 (stereo not given) returned RmlC RmlD mix -21.
For O=C(COc1ccc(-n2cnnn2)cc1)N1CCN(c2ccc(F)cc2)CC1 the results were RT RNaseH block -4 and RmlC RmlD mix 9.
For CCCC(=O)Nc1nc(C(=O)OCC)cs1 the results were RT RNaseH block -18 and RmlC RmlD mix -14.
CC(C)Oc1ccc(CNC(=O)Cn2c(=O)oc3ccccc32)cc1 was read as RmlC RmlD mix -9.
For Cc1oc2c(c1C(=O)Nc1cccc(C(=O)O)c1)CCCC2 the results were RmlC RmlD mix -10.
Screening O=c1c2c3c(sc2nc2sc(C4CC4)nn12)CCCC3 returned RT RNaseH block 5 and RmlC RmlD mix -3.
For CCn1nnc2sc3c(c2c1=O)CCC(C)C3 (stereo not given) the results were RmlC RmlD mix 7.
Screening COC(=O)c1cc(NC(=O)CC2SCCNC2=O)cc(C(=O)OC)c1 (stereo not given) returned RT RNaseH block -2 and RmlC RmlD mix -11.
Cc1cc(C(=O)COC(=O)c2n[nH]c3ccccc23)c(C)n1C was read as RT RNaseH block -64 and RmlC RmlD mix -8.
For Cc1ccc(CS(=O)(=O)Cc2ccc(C(=O)NCc3ccco3)o2)cc1 the results were RT RNaseH block -13 and RmlC RmlD mix -8.
COc1cccc(-c2nnc(SCC(=O)N(C(C)C)C(C)C)o2)c1 was read as RT RNaseH block -13 and RmlC RmlD mix -5.
`CC(C)CCOCC(=O)Nc1cccc(C(=O)O)c1` gave RT RNaseH block -11 and RmlC RmlD mix 0.
`COc1ccc(C2C=C(c3ccccc3)Nc3nc(CCCO)nn32)cc1` (stereo not given) gave RT RNaseH block 6 and RmlC RmlD mix 24.
For COc1cccc(NC(=O)C2C3CC4OC(=O)C2C4C3)c1 (stereo not given) the results were RT RNaseH block -2 and RmlC RmlD mix -20.
O=C(CCS(=O)(=O)Cc1ccccc1)NCc1ccco1 was read as RT RNaseH block -6 and RmlC RmlD mix 3.
Screening C=CCOC(=O)C1=C(C)NC(SCC(=O)NC(=O)OCC)=C(C#N)C1c1cccnc1 (stereo not given) returned RT RNaseH block 11 and RmlC RmlD mix 30*.
`COc1cccc(NC(=O)C2CC(=O)N=C(N)S2)c1` (stereo not given) gave RT RNaseH block 2 and RmlC RmlD mix -8.
For CCOc1cc(CNCc2ccccn2)ccc1OCC(=O)NC1CCCCC1 the results were RmlC RmlD mix -10.
`O=C(CCl)Oc1ccc2occ(C(=O)c3cccs3)c2c1` gave RmlC RmlD mix -15.
For CCC(=O)c1ccc(OCC(O)CN2CCCCC2)cc1 (stereo not given) the results were RmlC RmlD mix -7.

Part of the list above in order of molar mass, highest first:
For CCOc1cc(CNCc2ccccn2)ccc1OCC(=O)NC1CCCCC1 the results were RmlC RmlD mix -10.
`COc1ccc(C2C=C(c3ccccc3)Nc3nc(CCCO)nn32)cc1` (stereo not given) gave RT RNaseH block 6 and RmlC RmlD mix 24.
COc1cccc(-c2nnc(SCC(=O)N(C(C)C)C(C)C)o2)c1 was read as RT RNaseH block -13 and RmlC RmlD mix -5.
O=C(CCS(=O)(=O)Cc1ccccc1)NCc1ccco1 was read as RT RNaseH block -6 and RmlC RmlD mix 3.
For COc1cccc(NC(=O)C2C3CC4OC(=O)C2C4C3)c1 (stereo not given) the results were RT RNaseH block -2 and RmlC RmlD mix -20.
`COc1cccc(NC(=O)C2CC(=O)N=C(N)S2)c1` (stereo not given) gave RT RNaseH block 2 and RmlC RmlD mix -8.

Remaining list, next part.
Screening Cn1c(=O)oc2cc(S(=O)(=O)N3CCN(c4cccc(Cl)c4)CC3)ccc21 returned RT RNaseH block -3 and RmlC RmlD mix 15.
`O=C(CNC(=O)c1ccco1)OC(C(=O)c1ccccc1)c1ccccc1` (stereo not given) gave RT RNaseH block -13 and RmlC RmlD mix -10.
`COc1ccc(-c2cc(=Nc3ccc(C)cc3)c3ccccc3o2)cc1` gave RmlC RmlD mix 14.
`O=S1(=O)N=C(N2CCc3ccccc3C2)c2ccccc21` gave RT RNaseH block -10 and RmlC RmlD mix -11.
Screening CCCOc1ccc(Cn2c(O)cc(=O)[nH]c2=O)cc1 returned RT RNaseH block -6.
For CCc1ccc(Nc2cc(C)nc3nc(C)nn23)cc1 the results were RT RNaseH block -16.
`O=C(Oc1cccc(N2C(=O)CCC2=O)c1)C1CC(=O)N(c2ccc(Br)cc2)C1` (stereo not given) gave RT RNaseH block 3 and RmlC RmlD mix 7.
`CCOC(=O)C1=C(C)C(c2ccccc2O)NC(=O)N1` (stereo not given) gave RmlC RmlD mix 11.
`COCCn1cnnc1SCC(=O)c1ccc(S(=O)(=O)N2CCCC2)cc1` gave RT RNaseH block 6 and RmlC RmlD mix -2.
Screening Cc1nn(Cc2ccccc2)c2c1C(c1ccco1)C(C#N)=C(N)O2 (stereo not given) returned RT RNaseH block 5 and RmlC RmlD mix -101.
Screening Cc1ccc(SCC(=O)NCCC2=CCCCC2)cc1 returned RmlC RmlD mix -12.
Screening CN(CC(=O)Nc1ccccc1Br)Cc1nc2ccccc2c(=O)[nH]1 returned RmlC RmlD mix 1.
Screening Cc1ccc(C(=O)OC2CCS(=O)(=O)c3sccc32)cc1 (stereo not given) returned RmlC RmlD mix -13.
Screening COc1cc2ccc(=O)oc2cc1OCC(O)C(C)(C)O (stereo not given) returned RmlC RmlD mix -5.
Screening COc1ccc(OC)c(C2C(C(=O)Nc3ccc(F)cc3)=C(C)Nc3nc(CCCO)nn32)c1 (stereo not given) returned RT RNaseH block -6 and RmlC RmlD mix -6.
Screening NC(=O)CC(NC(=O)Cc1ccc(Cl)cc1)c1ccc(NCC2CC2)c([N+](=O)[O-])c1 (stereo not given) returned RmlC RmlD mix -11.
CC(=NCc1cccnc1)c1c(O)n(Cc2ccccc2)c(=O)[nH]c1=O was read as RT RNaseH block -52 and RmlC RmlD mix 2.
`O=C1c2ccccc2NC(c2cnc3ccccc3n2)N1O` (stereo not given) gave RT RNaseH block -8 and RmlC RmlD mix 0.
`O=C(c1ccccc1)c1c[nH]c(C(=O)NCCCn2ccnc2)c1` gave RmlC RmlD mix 9.
CCN(CC)CCNC(=O)Cn1nc(Cc2cccnc2)c2ccccc2c1=O was read as RT RNaseH block -14 and RmlC RmlD mix 7.
O=C(Nc1ccccc1C(=O)NC1CCCCC1)c1ccco1 was read as RmlC RmlD mix 4.
Screening CSc1cccc(NC(=O)Nc2ccccc2)c1 returned RT RNaseH block -1 and RmlC RmlD mix 2.
Screening Cc1ccc(C)c(NC(=O)c2ccc(OC(=O)c3ccco3)cc2)c1 returned RmlC RmlD mix 8.
For Cc1cc(=O)oc2cc(OCC3CC(c4ccc(Br)cc4)=NO3)ccc12 (stereo not given) the results were RmlC RmlD mix -6.
CCOC(=O)CNC(=O)c1nn(-c2cccc(OC)c2)c(=O)c2ccccc12 was read as RT RNaseH block -10 and RmlC RmlD mix -10.
N#CC(C#N)=c1ccc2c(c1)NC1(CCCCC1)N=2 was read as RT RNaseH block 15 and RmlC RmlD mix -10.
For CCOC(=O)c1nn(-c2ccccc2C)c(=O)c(C#N)c1C the results were RT RNaseH block 1 and RmlC RmlD mix 10.
Screening O=C(CSc1nnc(-c2ccccc2Cl)o1)Oc1ccc(Br)cc1 returned RmlC RmlD mix 8.
O=C(OCCN1CCCC1=O)c1cncc(Br)c1 was read as RmlC RmlD mix -2.
For CN1C(=O)CC(C(=O)Nc2ccc(F)cc2)SC1=Nc1ccc2c(c1)OCO2 (stereo not given) the results were RT RNaseH block 45 and RmlC RmlD mix 3.
Screening Cc1nnc(N/N=C/c2cc([N+](=O)[O-])c(N3CCC(C)CC3)cc2N2CCC(C)CC2)n1N returned RmlC RmlD mix 21.
Oc1cccc(C=NCc2ccccc2)c1 was read as RmlC RmlD mix -2.
Screening CN1[C@@H](CC(=O)c2ccccc2)CCC[C@H]1C[C@H](O)c1ccccc1 returned RT RNaseH block -6.
For Cc1cccc(N2CCN(C(=O)c3cc4n(n3)C(C(F)(F)F)CC(c3ccco3)N4)CC2)c1C (stereo not given) the results were RT RNaseH block 13.
For Cn1ccnc1C(=O)c1cc(=O)c2ccccc2o1 the results were RT RNaseH block -14 and RmlC RmlD mix 10.
`CCn1c(C)c(C(=O)O)c2cc(OC)ccc21` gave RT RNaseH block 5 and RmlC RmlD mix 14.
Screening CCN(C(=O)CN1CCN(c2ccccc2)CC1)c1c(N)n(Cc2ccccc2)c(=O)[nH]c1=O returned RT RNaseH block -1 and RmlC RmlD mix 15.
For C=CCn1cc(-c2cccc(Cl)c2)cc(C#N)c1=O the results were RmlC RmlD mix 0.
For Cc1nc(C(=O)NCc2ccccc2)sc1C1(C)CC(c2ccccc2)=NO1 (stereo not given) the results were RmlC RmlD mix -10.
Screening N#CC1=C(N)Oc2n[nH]c(-c3cccs3)c2C1c1ccco1 (stereo not given) returned RT RNaseH block -33 and RmlC RmlD mix 6.
For CCOC(=O)C1CCN(c2cc(=O)n(C3CCCCC3)c(=O)[nH]2)CC1 the results were RT RNaseH block -14 and RmlC RmlD mix 3.
For CC1S/C(=C(\C#N)C(=O)NCc2ccco2)N(Cc2ccco2)C1=O (stereo not given) the results were RT RNaseH block 47 and RmlC RmlD mix -3.
`COc1cc2c(cc1OC)C[N+](C)(C)CC2` gave RmlC RmlD mix -15.
For CC(C)(C)c1ccc(C(=O)NNC(=O)C(=O)N2CCCCC2)cc1 the results were RmlC RmlD mix -8.
